# Screening results deposited in PubChem by several laboratories.
# DNMT1 inh: blocks human DNA methyltransferase DNMT1. inhibition (reported as % activation of signal), % at 10 µM. DNMT1 molecular beacon, Hinp1I cleavage, fluorescence. P26358. actives 0.83% (n = 360,000); in the data active = inhibition above about 50%
# Scp-1 inhibitor: Scp-1 (human) phosphatase inhibition | Q9GZU7 | Recombinant Scp1, phosphopeptide, malachite green phosphate absorbance | inhibition, % at 20 µM | actives 0.88% (n = 340,000) | AID 493091;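 active = inhibition above about 50% at 20 µM, limit read from the data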;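 note: plate controls were DMSO wells with enzyme for no effect and wells lacking enzyme for full effect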
# Target sequence (Q9GZU7 76-261 limits assumed): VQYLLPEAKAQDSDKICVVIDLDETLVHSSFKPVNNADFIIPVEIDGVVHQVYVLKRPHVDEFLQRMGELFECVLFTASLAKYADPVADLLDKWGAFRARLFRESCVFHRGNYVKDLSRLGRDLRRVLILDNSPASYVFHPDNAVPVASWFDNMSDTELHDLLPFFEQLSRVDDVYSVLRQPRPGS
#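 Test system: SCP-1 phosphatase catalytic domain, residues 76-261; measured by: colorimetric phosphate reagent with accelerator and stabiliser, absorbance at 630 nm; timing: enzyme reaction 45 min at room temperature, colour 5 min, stabilisation 30 min; also added: Phosphorylated 17-residue peptide substrate; compound dosing: one concentration, 20 µM, with 1.0% DMSO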
# LMPTP block: blocks human LMPTP phosphatase; P24666; recombinant LMPTP-A, OMFP fluorogenic substrate, fluorescence intensity; inhibition, % at 20 µM; actives 0.22% (n = 360,000);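 active = compounds that cut the enzyme signal by at least half of the control window in the single-dose screen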;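 note: plate controls were DMSO wells with enzyme plus substrate for no effect and substrate without enzyme for full effect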
# Target sequence (P24666 whole entry, looked up): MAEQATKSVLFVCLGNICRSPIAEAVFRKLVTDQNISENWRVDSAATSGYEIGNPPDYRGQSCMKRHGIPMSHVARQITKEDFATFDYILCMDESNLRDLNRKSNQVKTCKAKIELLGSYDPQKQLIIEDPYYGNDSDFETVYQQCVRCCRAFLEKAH
#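 Assay system: LMPTP-A phosphatase enzyme | Input: 0.625 nM enzyme | Also added: Fluorogenic phosphatase substrate OMFP at 400 µM final | Compound dosing: One test concentration per compound, 20 µM, with 3% DMSO overall | Schedule: 50 min enzyme reaction at room temperature, protected from light | Signal: Fluorescence intensity | Benchmarks: no-enzyme and uninhibited controls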
# STEP inh: inhibitors of human striatal-enriched phosphatase STEP; recombinant STEP, OMFP fluorogenic substrate, fluorescence; inhibition, % at 20 µM; actives 0.25% (n = 360,000);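 active = inhibition at 20 µM, scaled per plate between control wells, above about 37%, limit read from the data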;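 note: 0% = DMSO with enzyme and substrate and 100% = substrate only without enzyme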
# Target sequence (P54829 whole entry, looked up): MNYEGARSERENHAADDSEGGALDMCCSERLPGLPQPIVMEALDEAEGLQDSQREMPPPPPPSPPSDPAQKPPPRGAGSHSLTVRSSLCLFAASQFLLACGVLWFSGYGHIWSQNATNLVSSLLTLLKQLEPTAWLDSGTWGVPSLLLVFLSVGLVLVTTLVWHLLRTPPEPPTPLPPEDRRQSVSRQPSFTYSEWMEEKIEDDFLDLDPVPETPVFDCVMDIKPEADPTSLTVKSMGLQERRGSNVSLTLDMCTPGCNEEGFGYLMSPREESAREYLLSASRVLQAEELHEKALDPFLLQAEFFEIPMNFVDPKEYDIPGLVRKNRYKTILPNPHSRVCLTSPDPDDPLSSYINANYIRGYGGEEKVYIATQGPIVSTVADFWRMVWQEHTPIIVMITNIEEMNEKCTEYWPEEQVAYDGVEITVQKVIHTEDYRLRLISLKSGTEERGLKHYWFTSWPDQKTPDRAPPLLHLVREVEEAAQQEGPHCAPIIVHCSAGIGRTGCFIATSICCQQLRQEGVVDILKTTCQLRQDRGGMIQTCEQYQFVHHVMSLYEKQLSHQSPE
#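 material = STEP tyrosine phosphatase | reagent = fluorogenic phosphatase substrate OMFP at 25 µM final | doses = single compound dose of 20 µM, 1% DMSO final | schedule = 20 min reaction, room temperature, in the dark | measured by = fluorescence, 480/540 nm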
# SUMO1 PPI mod: SUMO1-SIM interaction modulation. P63165. SUMO1 binding to a labelled peptide, TR-FRET, 1 h. inhibition, % at 20 µM. actives 0.33% (n = 360,000). AID 602429; in the data active = inhibition above about 37%
# Target sequence (P63165 whole entry, looked up): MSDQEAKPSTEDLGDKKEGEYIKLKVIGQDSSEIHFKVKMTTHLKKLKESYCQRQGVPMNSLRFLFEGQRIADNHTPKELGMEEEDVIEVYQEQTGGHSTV
# NRP1-CendR mod: modulators of CendR peptide binding to human neuropilin-1 | FAM-RPARPAR peptide binding to NRP-1, fluorescence polarization | AID 602438 | inhibition, % at 25 µM | O14786 | actives 0.85% (n = 360,000);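 active = inhibition or corrected inhibition above about 18%, plus a signal ratio from 0.5 to 1.5, limit read from the data, passing the limit was not always enough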; note: strong numbers were not always called active
# SKN-1 inh: blocks SKN-1 activity in C. elegans. inhibition, % at 21.8 µM. C. elegans VP596 Pgst-4::GFP/RFP ratio, acrylamide-induced, 24 h. AID 624304. actives 0.49% (n = 360,000);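 active = interference check ratio from 0.5 to 1.5 plus GFP to RFP signal ratio inhibition reaching or exceeding a fixed threshold, cut at about 30% in these data, passing the limit was not always enough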; note: some compounds called inactive have numbers as strong as hits
# NadD block: NadD (S. aureus) enzyme inhibition; purified NadD enzyme, colorimetric absorbance read-out; actives 0.78% (n = 360,000); inhibition, % at 20 µM; in the data active = inhibition above about 26%; note: some compounds past the cut are filed as inactive
# Neddylation inh: blocks human cullin neddylation | calls only at 25 µM | actives 0.58% (n = 360,000) | TR-FRET cullin neddylation, biochemical; in the data active = inhibition above about 36%
# Tb MetRS inh: blocks T. brucei methionyl-tRNA synthetase activity | purified T. brucei MetRS, ATP depletion, Kinase-Glo luminescence | inhibition, % at 11.9 µM | actives 0.4% (n = 360,000) | AID 624268;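 active = inhibition above a per-plate cutoff of the control wells' mean inhibition plus 3 SD, cut at about 5.5% in these data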;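 note: 0% = DMSO wells median and 100% = median of wells with control inhibitor compound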
#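 Test system – parasite MetRS enzyme · Reagent – substrates ATP, L-methionine and bulk Escherichia coli tRNA · Doses – 11.9 µM compound single dose, 0.9% DMSO · Times – 15 min enzyme-compound preincubation, 2 h reaction, 10 min detection, 25 °C · Signal – Kinase-Glo luminescence, ATP depletion format · Controls – DMSO-only wells as low control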
# Starred values were filed as active, the others as inactive; i = inactive; / = no result given; + = active, no number; & = joins results of further samples.
SMILES,DNMT1 inh,Scp-1 inhibitor,LMPTP block,STEP inh,SUMO1 PPI mod,NRP1-CendR mod,SKN-1 inh,NadD block,Neddylation inh,Tb MetRS inh
COc1cc(OC)cc(-c2c(-c3cccs3)c3cc(-c4ccc(OC)cc4F)ccc3n2C)c1,-9,-9,2.7,0,2,-30,4,12,i,0.2
CCC(c1nnnn1C(C)C)N1CCN(C2CCCC2)CC1 (stereo unspecified),2,-7,-2.6,5,-1,2,4,-8,i,-0.7
COc1ccc(C(=O)N2CCCc3ccccc32)cc1,1,-6,-2.1,-3,-1,2,-3,-6,i,-0.8
O=C(O)C1(Nc2ccccc2)CCCC1,-1,-5,-2.7,-2,4,8,9,-4,i,-0.5
Oc1[nH]c2ccc(Br)cc2c1N=NC(=S)Nc1ccc(F)cc1,20,-4,3.3,11,12,-1,12,25,i,0.1
c1ccc(-c2ccccc2OCCN2CCOCC2)cc1,7,-8,-2.4,3,-4,-4,15,-6,i,-0.1
COC(=O)CSc1ncc(C#N)c(N)n1,1,6,-1.2,3,8,-11,-18,2,i,-1.9
CC(=O)Oc1ccc(-c2cccc(C(=O)NCCO)c2)cc1,1,-5,-2.0,0,4,10,9,1,i,0.1
CCn1nc(C(=O)Nc2nc3ccccc3[nH]2)c2ccccc2c1=O,2,-3,-0.9,-1,-1,-1,3,-4,i,0.6
CN(Cc1ccccc1)C(=O)COC(=O)c1ccc2ccccc2n1,1,-6,-1.1,1,-13,20,7,2,i,0.5
COc1cc(C(CC(=O)Nc2cc(C)ccn2)N2Cc3ccccc3C2=O)cc(OC)c1OC (stereo unspecified),0,-6,-0.1,0,8,2,-21,0,i,-0.4
COc1ccc(NC(=S)NNC(=O)CNc2ccc(Cl)cc2)cc1,-6,-6,-0.9,1,1,-5,4,4,i,0.1
CN1CCN(S(=O)(=O)c2cccc(C(=O)Nc3cccc([N+](=O)[O-])c3)c2)CC1,0,-13,0.6,-1,-27,8,3,-5,i,-0.5
CN1CCC[C@H]1c1cccnc1,0&1,27&-9,-0.1&-1.1,-1&-5,5&2,9&-4,0&-2,-1&-1,i,-0.2&-0.5
O=S(=O)(c1ccc(Cl)nc1)N1CCCc2ccccc21,4,-10,-1.4,2,-2,-9,3,-8,i,-0.6
Cn1c(=O)oc2cc(S(=O)(=O)NC3CCN(Cc4ccccc4)CC3)ccc21,7,7,-1.0,-2,4,-16,21,-4,i,3.3
COc1cc(/C=C2\SC(c3ccc(C)cc3)=NC2=O)cc(OC)c1OC,11,-8,1.9,-4,-10,42,-2,-1,i,0.4
CC(C)C(NC(=O)Cc1ccccc1)C(=O)N1CCN(c2cccc(Cl)c2)CC1 (stereo unspecified),0,-3,-0.1,2,0,-2,3,1,i,-0.1
CCC(C)(C(=O)NC1CCCC1)N(Cc1cccs1)C(C)=O (stereo unspecified),3,-2,-0.9,2,-1,3,-3,1,i,0.0
Cc1ccc(N2CS(=O)(=O)/C(=C/N(C)C)C2=O)cc1,12,0,-1.2,-1,-4,-6,-4,-1,i,-0.4
S=c1[nH]nc(-c2ccncc2)n1/N=C/c1cn(-c2ccccc2)nc1-c1ccccc1,-2,3,1.5,-1,3,-17,1,11,i,-0.9
O=S(=O)(c1ccccc1)C(/C=N\O)/C=C/c1ccccc1 (stereo unspecified),0,-1,-0.9,0,-1,-8,4,-2,i,-0.3
O=C(N=C1SC2CS(=O)(=O)CC2N1c1ccc(F)cc1)C1CCCCC1 (stereo unspecified),-1,-5,-0.3,-1,3,7,23,1,i,-0.1
O=C1C(=O)N(CCCN2CCOCC2)C(c2ccc(Cl)cc2)/C1=C(\O)c1ccc2c(c1)OCCO2 (stereo unspecified),-1,-6,2.1,4,-6,-8,7,12,i,-0.2
CCN(C(=O)CN1C(=O)S/C(=C\c2ccc(Cl)cc2)C1=O)C1CCS(=O)(=O)C1 (stereo unspecified),2,-6,-0.2,9,-42,12,-3,3,i,0.7
O=C(CS(=O)(=O)c1cn(CC(=O)N2CCOCC2)c2ccccc12)Nc1ccccc1F,2,-2,1.6,-1,2,-7,-8,0,i,-0.4
CCOc1cc(S(=O)(=O)n2nc(C)cc2C)ccc1F,0,-5,-1.5,1,2,3,-1,2,i,0.1
Cc1cc(OCC(=O)NNC(=O)c2ccncc2)cc(C)c1Cl,6,-2,0.4,-2,-6,3,-1,-4,i,-0.5
O=C(/C=N/O)NCCCN1CCOCC1,2,-11,-3.5,-2,-2,-8,1,-1,i,0.0
OCC1CCCCN1CC(O)COC(c1ccc(F)cc1)c1ccc(F)cc1 (stereo unspecified),-1,-8,-1.1,1,0,4,5,-4,i,1.3
COc1ccc(OCC(=O)Nc2c(C(=O)N(CCN(C)C)Cc3ccco3)oc3ccccc23)cc1,-4,3,1.2,-2,-17,-41,6,-4,i,0.0
NC(=O)c1ccc(-n2nnnc2SCC(=O)Nc2ccccc2F)cc1,1,0,-1.8,-2,3,4,-4,-7,i,-1.1
O=C(Nc1ccc(C(=O)N2CCCCC2)cc1)C1CCCCC1,-3,-4,-1.3,2,4,8,35,-1,i,0.8
O=c1[nH]c(CNCc2cccnc2)nc2ccccc12,1,-1,-0.7,1,4,6,6,-4,i,-0.2
COc1ccccc1N=Cc1c(O)c2ccccc2oc1=O,-4,-5,1.6,0,-9,-5,-1,-1,i,-0.2
CC1CN(Cc2ccccc2)C(=S)N(c2ccccc2)C1=O (stereo unspecified),17,-2,-0.1,-4,1,1,10,1,i,-0.4
N#CC1=C(N)OC(c2ccccc2)=C(C#N)C1c1ccc2c(c1)OCO2 (stereo unspecified),-2,-5,2.3,-4,1,0,-15,4,i,-0.9
Cc1ccc(-c2cc(C(=O)NCCCN3CCOCC3)c3ccccc3n2)cc1,1,-6,-1.2,-1,-6,-4,7,-5,+,-0.5
O=C(/C=C/c1ccco1)N1CCc2ccccc21,4,-1,2.1,3,-13,-6,58*,-3,i,-1.2
O=C1c2ccc(-c3ccc(F)cc3OCc3ccccc3)cc2S(=O)(=O)c2cccc(C(=O)N3CCCC3)c21,-12,-5,5.0,5,-14,17,12,7,i,0.4
CN1C(=O)/C(=C/c2ccco2)SC1=Nc1cccc(C(=O)O)c1,23,13,0.3,8,-5,-57,3,2,i,0.2
COc1ccc(-n2c(-c3ccc(Br)cc3)c[n+]3c2CCC3)cc1,-1,1,0.4,-2,0,-8,4,8,i,0.2
C[C@@H]1CN([C@@H](C)CO)C(=O)CCCn2cc(nn2)CO[C@H]1CN(C)C(=O)c1cc(-c2ccccc2)on1,3,/,-2.4,-2,-1,-3,14,1,i,0.5
Cc1cc(C)nc(NS(=O)(=O)c2ccc(NC(=O)C(C)C)cc2)n1,2,-10,-2.1,5,6,6,-1,-8,i,-0.9
Cc1c(C=O)c2ccccc2n1CCOc1ccccc1F,2,-10,2.0,0,-2,15,-1,-3,i,0.2
O=C(COC(=O)c1ccc(F)cc1F)Nc1ccc(S(=O)(=O)N2CCOCC2)cc1,0,/,0.9,-5,1,-3,12,3,i,-0.2
Cc1cccc(OCCCCn2c(CO)nc3ccccc32)c1,-2,-1,1.3,3,-2,7,6,-5,i,0.0
c1ccc2c(c1)COc1c3ncccc3nn1-2,7,/,-1.6,1,-16,11,4,-7,/,-1.5
O=C(OCc1nnc(-c2ccc(Cl)cc2)o1)c1ccncc1,0,5,-0.9,2,0,-7,-18,0,i,-1.4
Cc1ccc(S(=O)(=O)NCC(=O)NCC(=O)NCCc2ccccc2F)cc1C,8,-4,-1.4,-3,-1,3,-11,-5,i,-0.3
COc1ccc(C2=NOC(C)(c3nnc(-c4ccc(Cl)cc4)o3)C2)cc1 (stereo unspecified),-1,-8,3.5,0,2,-5,7,-5,i,-0.4
COCc1cc(C)n(CC(=O)OC)c(=O)c1C#N,2,-5,-1.0,-3,-2,-6,9,-4,i,-0.2
Cc1noc(C)c1S(=O)(=O)Nc1ccc2c(c1)C(=O)N([C@H](C)CO)C[C@@H](C)[C@@H](CN(C)Cc1ccc3c(c1)OCO3)O2,3,30,-2.1,-4,1,10,16,-5,i,-1.2
COc1cc(/C=C/C(=O)NC(=O)c2ccccc2O)ccc1O,0,-11,0.8,2,-16,0,-5,-3,i,1.5
CCOCCCNC(=O)C(NC(=O)c1ccc(NC(C)=O)cc1)c1ccc(Cl)cc1 (stereo unspecified),1,8,-0.9,0,-1,-4,0,-5,i,-0.2
CCN1CCN(C(=O)COCc2cc(-c3ccc4c(c3)OCO4)on2)CC1,0,-4,-2.0,-2,0,3,1,-2,i,-0.4
COC(=O)C(C)Sc1nnc(SC(C)C(=O)OC)s1 (stereo unspecified),-1,-10,-0.7,-2,0,36*,12,0,i,-0.5
COc1ccc(NC(=O)c2c3c(nc4ccccc24)CCC3)cc1S(=O)(=O)N1CCOCC1,86*,81*,2.4,8,9,1,-5,16,i,0.1
CC(Sc1nnc2n1CCCCC2)C(=O)Nc1ccccc1[N+](=O)[O-] (stereo unspecified),1,0,5.5,-3,-21,2,12,4,i,-0.2
CCC1(c2ccc(F)cc2)NC(=O)N(CC(=O)c2cc(C)n(C3CC3)c2C)C1=O (stereo unspecified),0,-8,-0.4,-1,2,-7,3,-2,i,0.1
CC(=O)c1ccc(OC(C)C)c(CSc2nc(O)cc(=O)[nH]2)c1,4,-6,0.7,0,31,-8,-6,2,i,-0.5
Cc1ccc(C(C)c2c(C)c([N+](=O)[O-])cc(C)c2[N+](=O)[O-])cn1 (stereo unspecified),0,-5,0.7,2,-16,6,-8,-7,i,0.6

# Full records, quoted from the list. Order of values: DNMT1 inh, Scp-1 inhibitor, LMPTP block, STEP inh, SUMO1 PPI mod, NRP1-CendR mod, SKN-1 inh, NadD block, Neddylation inh, Tb MetRS inh
# Entry for COc1cc(OC)cc(-c2c(-c3cccs3)c3cc(-c4ccc(OC)cc4F)ccc3n2C)c1 : -9, -9, 2.7, 0, 2, -30, 4, 12, i, 0.2
# Entry for Cc1cc(C)nc(NS(=O)(=O)c2ccc(NC(=O)C(C)C)cc2)n1 : 2, -10, -2.1, 5, 6, 6, -1, -8, i, -0.9

# Some of the entries so far, with the structure last:
DNMT1 inh | Scp-1 inhibitor | LMPTP block | STEP inh | SUMO1 PPI mod | NRP1-CendR mod | SKN-1 inh | NadD block | Neddylation inh | Tb MetRS inh | compound
0 | -4 | -2.0 | -2 | 0 | 3 | 1 | -2 | i | -0.4 | CCN1CCN(C(=O)COCc2cc(-c3ccc4c(c3)OCO4)on2)CC1
-1 | -10 | -0.7 | -2 | 0 | 36* | 12 | 0 | i | -0.5 | COC(=O)C(C)Sc1nnc(SC(C)C(=O)OC)s1 (stereo unspecified)
86* | 81* | 2.4 | 8 | 9 | 1 | -5 | 16 | i | 0.1 | COc1ccc(NC(=O)c2c3c(nc4ccccc24)CCC3)cc1S(=O)(=O)N1CCOCC1
